Source: PubChem BioAssay
TRHR agonist – qHTS for Small Molecule Agonists and Allosteric Enhancers of Human TRH Receptor: Primary Screen for Agonists | TRHR cells, calcium flux fluo-8, FDSS agonist mode | hit rate 0.18% among 360,000 | activation, % at 2 µM | Thyrotropin-releasing hormone receptor (Homo sapiens), P34981; in the data active means activation above about 30%; further: 0% is about no effect
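TRHR-expressing cells, plated overnight in medium with 10% serum, were loaded with fluo-8 calcium dye at room temperature. After a 10 s baseline, library compound was pin-added and calcium release was recorded kinetically (ex 480/em 530) as agonist response.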
USP1-UAF1 inh – Inhibitors of USP1/UAF1: Primary Screen; AID 743255, 2014; hit rate 0.23% among 390,000; recombinant USP1/UAF1, Ub-Rhodamine cleavage fluorescence; Potency, µM (top dose mostly 57.1 µM), for inactives: at the top dose activity change, negative = inhibition, hits mostly inhibitors; Ubiquitin carboxyl-terminal hydrolase 1 (Homo sapiens), O94782; further: potency means the concentration at half of the fitted maximal effect; on the % scale 0 is the no-effect control and ±100 the full control effect; nearly all actives have a fitted effect of over 60% in size; inactives centre near -12
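High-throughput fluorogenic screen: 1nM USP1/UAF1 complex, Ub-Rho substrate 150nM final, 50mM HEPES pH 7.8 with 0.5mM EDTA, 0.1 mg/ml BSA, 1mM TCEP and 0.01% Tween-20.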
TRHR PAM – qHTS for Small Molecule Agonists and Allosteric Enhancers of Human TRH Receptor: Primary Screen for Enhancers | TRHR cells, fluo-8 calcium fluorescence, EC20 TRH enhancement | Thyrotropin-releasing hormone receptor (Homo sapiens), P34981 | hit rate 0.66% among 360,000 | enhancement, % at 2 µM; in the data active means enhancement above about 30%; further: 0% is about no effect
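TRHR-expressing cells loaded with fluo-8 calcium dye were read kinetically (ex 480/em 530) during compound addition, then stimulated with an EC20 of TRH (10 nM final). Enhancement of the Gq-mediated intracellular calcium response was scored.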
PI4K2A inh – qHTS for small molecular inhibitors of PI4K2A | Phosphatidylinositol 4-kinase type 2-alpha (Homo sapiens), Q9BTU6 | AID 1346378, 2018 | purified PI4K2A, ADP-Glo luminescence, 1 h; active compounds read low | hit rate 0.13% among 420,000 | activity change, negative = inhibition, % at 76.9 µM; in the data active means activity change below about -50%; inconclusive means mostly about -30% to -49%;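 further: -100% = wells without enzyme as full effect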
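PI4K2A activity was measured by ADP-Glo luminescence: enzyme (4 ug/mL stock) and phosphatidylinositol (1.2 mM stock) in Tris pH 7.5/MgCl2/EGTA/Triton X-100 buffer were reacted with ATP (300 microM stock) for one hour at ambient temperature.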
IDH1 R132H inh – qHTS for Inhibitors of mutant isocitrate dehydrogenase 1 (IDH1): qHTS; hit rate 0.093% among 390,000; AID 602179, 2012; Potency, µM (series often up to 76.6 µM), for inactives: at the highest dose activity change, negative = inhibition, actives largely listed as inhibitors; IDH1-R132H enzyme, NADPH consumption, diaphorase/resazurin fluorescence; further: potency means the concentration at half of the fitted maximal effect; on the % scale 0 is the no-effect control and ±100 the full control effect; nearly all actives have a fitted effect of over 65% in size
Target sequence (O75874 whole entry R132H, stated change not applied): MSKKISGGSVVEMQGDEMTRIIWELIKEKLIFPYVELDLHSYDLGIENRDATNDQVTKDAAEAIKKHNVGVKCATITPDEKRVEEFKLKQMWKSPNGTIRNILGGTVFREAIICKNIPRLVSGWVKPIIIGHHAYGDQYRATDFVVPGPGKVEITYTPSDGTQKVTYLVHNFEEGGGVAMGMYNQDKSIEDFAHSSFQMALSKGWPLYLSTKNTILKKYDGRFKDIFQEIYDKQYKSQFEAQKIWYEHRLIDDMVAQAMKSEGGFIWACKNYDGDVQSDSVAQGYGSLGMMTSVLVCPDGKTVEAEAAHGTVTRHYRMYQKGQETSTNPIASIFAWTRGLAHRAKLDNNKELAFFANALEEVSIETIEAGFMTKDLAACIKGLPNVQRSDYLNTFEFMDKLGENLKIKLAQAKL
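IDH1-R132H (0.5 ug/mL dispensed) in pH 7.5 Tris buffer was preincubated 30 min with compound, then given a substrate mix of 0.016 mM NADPH and 2 mM alpha-KG for 80 min at room temperature; remaining NADPH was read by diaphorase/resazurin fluorescence.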
TrxR1 inh – qHTS Assay for Inhibitors of Mammalian Selenoprotein Thioredoxin Reductase 1 (TrxR1): qHTS; Thioredoxin reductase 1, cytoplasmic (Rattus norvegicus), O89049; hit rate 1% among 390,000; Potency, µM (highest dose often 114 µM), without a hit: at the highest dose activity change, negative = inhibition, actives largely listed as inhibitors; recombinant rTrxR1, NADPH fluorescence consumption, selenite substrate; further: potency means the concentration at half of the fitted maximal effect; on the % scale 0 is the no-effect control and ±100 the full control effect; nearly all actives have a fitted effect of over 65% in size
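Rat TrxR1 (90 nM in the dispensed reagent) was pre-reduced with 400 uM NADPH for 5 min at room temperature, then incubated with compound for 15 min. After 400 uM selenite was added, NADPH fluorescence (Ex 340/Em 450 nm) was followed for 8 min.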
D2 antag – HTS Assay for Allosteric Antagonists of the Human D2 Dopamine Receptor: Primary Screen for Antagonists; hit rate 2% among 340,000; inhibition, % at 10 µM; D(2) dopamine receptor (Homo sapiens), P14416; HEK293 TREx D2 cells, calcium flux, dopamine EC80; AID 485344, 2010; in the data active means inhibition above about 30%; further: 0% is about no effect
Target sequence (P14416 whole entry, looked up): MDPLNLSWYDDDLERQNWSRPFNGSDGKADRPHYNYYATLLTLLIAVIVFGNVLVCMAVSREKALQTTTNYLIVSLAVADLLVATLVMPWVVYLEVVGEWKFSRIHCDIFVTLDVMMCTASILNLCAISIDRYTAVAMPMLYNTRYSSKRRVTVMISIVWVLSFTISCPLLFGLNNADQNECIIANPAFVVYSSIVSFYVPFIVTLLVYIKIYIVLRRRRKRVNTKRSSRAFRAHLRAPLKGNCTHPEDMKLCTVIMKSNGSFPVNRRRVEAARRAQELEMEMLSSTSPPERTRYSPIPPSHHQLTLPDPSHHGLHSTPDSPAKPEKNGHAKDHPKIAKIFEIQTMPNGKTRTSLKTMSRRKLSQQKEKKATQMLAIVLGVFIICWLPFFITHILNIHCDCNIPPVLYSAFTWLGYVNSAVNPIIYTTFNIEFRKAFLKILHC
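HEK293 T-REx D2 cells, tet-induced, calcium dye no-wash. Cpd pintool add, 180 s kinetic, then EC80 DA, 180 s kinetic. Ca flux read.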
TrxR1 substrate – qHTS Assay for Substrates of Mammalian Selenoprotein Thioredoxin Reductase 1 (TrxR1): qHTS | Potency, µM (series often up to 114 µM), for the others: top-dose activity change, negative = substrate turnover | purified TrxR1 substrate turnover, NADPH consumption readout | hit rate 0.01% among 390,000 | AID 588456, 2011; further: potency means the concentration at half of the fitted maximal effect; on the % scale 0 is the no-effect control and ±100 the full control effect; nearly all actives have a fitted effect of over 50% in size
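Rat TrxR1, dispensed at 90 nM, was prereduced with 400 uM NADPH (final) for 5 min at ~22 deg C, then incubated with compound 15 min before 400 uM selenite. A first-read NADPH fluorescence drop versus no-compound background flagged substrates.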
D2 ag – HTS Assay for Allosteric Agonists of the Human D2 Dopamine Receptor: Primary Screen for Agonists; hit rate 0.53% among 340,000; HEK293 T-REx D2 cells, calcium flux agonist mode; activation, % at 2 µM;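 active means activation over 3 SD above normal in the single-dose calcium agonist read, cut at about 30% in these data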; further: 0% is about no effect
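HEK293 Trex D2 cells, tetracycline-induced, o/n 30 C 5% CO2; no-wash Ca dye, RT 30–90 min; 10-cycle baseline, 23 nl cpd added, kinetic Ca read 180 s; agonist hits = positive Ca response.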
An asterisk follows results filed as active; ? = inconclusive; / = no result given; [ ] = remark or other dose. Unless noted, the call rests on the fitted dose curve; in most records, active means well fitted inhibition curve with a large enough effect; inconclusive means small, poorly fitted or top-dose-only effect; inactive means no such curve, though single readings can be large or run the other way.

Start of the data: the first two entries, ahead of the listing:
Each structure is followed by: TRHR agonist	USP1-UAF1 inh	TRHR PAM	PI4K2A inh	IDH1 R132H inh	TrxR1 inh	D2 antag	TrxR1 substrate	D2 ag
C=C1CCC(C)C(C)(CCC2=CCOC2=O)C/C=C\C=C/1C(=O)O (stereo unspecified)
  -0.2	-24%	1	-1	2%	13%[57.1 µM]	13	12%[57.1 µM]	-1.1
CCOc1ccc(CNC(=O)Cn2ccc3cc(S(=O)(=O)N4CCCCC4)ccc32)cc1
  0.0	-2%	5	1	16%	27%	/	-4%	-0.4

The whole of this part, from the first entry:
Each structure is followed by: TRHR agonist	USP1-UAF1 inh	TRHR PAM	PI4K2A inh	IDH1 R132H inh	TrxR1 inh	D2 antag	TrxR1 substrate	D2 ag
C=C1CCC(C)C(C)(CCC2=CCOC2=O)C/C=C\C=C/1C(=O)O (stereo unspecified)
  -0.2	-24%	1	-1	2%	13%[57.1 µM]	13	12%[57.1 µM]	-1.1
CCOc1ccc(CNC(=O)Cn2ccc3cc(S(=O)(=O)N4CCCCC4)ccc32)cc1
  0.0	-2%	5	1	16%	27%	/	-4%	-0.4
CC(C)(C)c1ccc(C(=O)Nc2onc3c2CCCC3)cc1
  0.2	-15%	-3	2	35%[activator]	10%	/	-11%	0.2
COc1cc(-c2cn[nH]c2N)cc(OC)c1OC
  -0.6	-7%	3	0	5%	34%	-1	10%	-0.6
O=C(COc1ccc(Br)cc1)Nc1ccccc1C(=O)N1CCOCC1
  0.1	-4%	-2	1	2%	-5%	-4	-9%	0.2
CCN(CC)S(=O)(=O)c1ccc(N2CCOCC2)c(NS(=O)(=O)c2ccc(C)c(C)c2)c1
  -0.3	-21%	-2	-4	11%	25%	4	7%	0.5
NC(=O)C1CCN(C(=O)CSc2ccsc2[N+](=O)[O-])CC1
  0.2	-7%	1	1	-8%	-13%	-20	-12%	3.3
COc1cccc(NC(=O)c2ccc(N3C(=O)C4CC=C(C)CC4C3=O)cc2)c1 (stereo unspecified)
  1.3	-23%	-2	1	2%	23%	-17	0%	2.7
CCOCCCNC(=O)C(c1ccc(Cl)cc1)N1CCN(C(=O)c2ccco2)CC1 (stereo unspecified)
  0.4	-8%	-1	1	-5%	10%[57.1 µM]	15	12%[57.1 µM]	0.0
C=CCOn1c(=O)c(-c2cc3ccccc3o2)[n+]([O-])c2ccccc21
  -0.5	?	6	-6	8%	18%[57.1 µM]	-10	-4%[57.1 µM]	-0.7
CN(CC(=O)Nc1cccc(F)c1)C(=O)c1sccc1-c1ccccc1
  -0.7	-10%	-5	-1	-5%	10%	27	1%	0.2
CN(C(=O)c1cccc(NC(=O)Cc2cccc(NC(=O)C3CCN(C(=O)c4ccccc4)CC3)c2)c1)C1CCCC1
  /	-13%	/	1	-2%[38.3 µM]	3%	/	-2%	/
CCOC(=O)CSC1=C(C#N)C(c2ccc(C)cc2)C(C(=O)OC)C(=O)N1 (stereo unspecified)
  -1.3	0%	-14	-4	2%	-4%	16	-2%	-0.1
Cc1ccc(S(=O)(=O)N(CCCN2CCCC2=O)Cc2cc3c(C)ccc(C)c3[nH]c2=O)cc1
  -1.2	-14%	5	-5	6%	3%	-11	14%	-0.7
c1ccc(CNc2nc3ccccc3n3cnnc23)nc1
  0.9	-3%	-2	-7	1%	0%	20	-4%	1.2
Cc1cc(-c2ccc(C)c(S(=O)(=O)NCc3ccc(Br)cc3)c2)on1
  -0.1	-23%	5	2	-3%	28%[57.1 µM]	-15	8%[57.1 µM]	0.4
Cc1cc(C)cc(N2C(=O)CS(=O)(=O)C23C(=O)N(C)c2ccccc23)c1 (stereo unspecified)
  -0.4	-24%	-7	-1	17%	-9%	/	1%	0.0
O=C(O)c1ccc(/C=C/c2ccc3cccc(O)c3n2)cc1
  0.1	-20%	-4	-5	5%	4%[57.1 µM]	7	-7%[57.1 µM]	3.2
Clc1ccc(OCc2nc(-c3ccc(Br)o3)no2)cc1
  0.3	-20%	6	0	14%	-6%	-4	-2%	-1.1
COc1ccc(-n2c(Cc3cccn3C)nnc2SCC(=O)Nc2cccc(Cl)c2)cc1
  0.5	-20%	-5	0	0%	14%	11	4%	-1.3
O=C(Nc1ccccc1C(=O)NCc1ccco1)c1ccccc1
  -0.1	-26%	-2	1	4%	7%[57.1 µM]	/	-2%[57.1 µM]	/
Cc1ccc2c(CN3CCN(c4ccc(Cl)cc4)CC3)cc(=O)oc2c1
  -0.1	-17%	-5	3	-12%	8%	/	-2%	0.5
CC1(C)Cc2ccccc2C(/C(C#N)=N/O)=N1
  -3.0	-20%	15	0	4%	11%	-7	-1%	-0.6
CC(C)Cn1c(=O)c2sccc2n2c(CCCC(=O)NCCc3ccc(Cl)cc3)nnc12
  -1.5	2%	1	1	-19%	6%	/	-3%	-1.1
Cc1ccccc1N1CCN(Cc2c[nH]c3ccccc23)CC1
  1.0	-5%	8	4	2%	-4%[57.1 µM]	40*	5%[57.1 µM]	0.5
CC(C)CN1CCN(Cc2cccn2-c2ccc(Cl)cn2)CC1CCO (stereo unspecified)
  0.5	-13%	-4	0	10%	25%[57.1 µM]	3	-10%[57.1 µM]	-0.3
Cc1cccc(NC(=O)Cn2c(=O)n(CCc3c[nH]c4ccccc34)c(=O)c3cccnc32)c1
  0.5	/	5	/	/	/	19	/	-0.6
COc1ccccc1-c1cc(C(F)(F)F)nc(N2CCN(c3ccc(F)cc3)CC2)n1
  0.8	-17%	18	-1	2%	27%[57.1 µM]	-10	-8%	0.7
CCc1ccc2oc(-c3cccc(NC(=O)c4cccnc4)c3)nc2c1
  1.5	-26%	2	0	1%	14%	-21	3%	1.6
Cc1c(OCC(=O)NCC2CCC(C(=O)O)CC2)ccc2c3c(c(=O)oc12)CCC3 (stereo unspecified)
  0.1	-18%	-11	-6	8%	-1%	-24	35%[activator]	0.0
CS(=O)(=O)N1CCc2cc(S(=O)(=O)N3CCCCC3)ccc21
  0.4	-4%	-3	2	6%	2%	6	1%	0.2
COc1ccc(Cn2c(C(=O)O)c(CNC3CCCCCC3)c3ccc(OC)cc32)cc1
  -0.2	-21%	-6	5	16%	-4%	/	2%	0.6
NC(=O)C1CCN(C(=O)CC2(CC(=O)O)CCCCC2)CC1
  0.3	?	-1	-7	15%	21%[57.1 µM]	0	16%[57.1 µM]	0.0
O=C(NNS(=O)(=O)c1ccccc1Cl)C1COc2ccccc2O1 (stereo unspecified)
  /	-21%	/	-1	8%	2%	/	-4%	/
Cc1ccc(O)c(C(CC(=O)NCC2(c3ccccc3)CCCC2)c2ccccc2)c1 (stereo unspecified)
  -0.7	-22%	6	5	/	9%	/	0%	-1.0
CCOP(=O)(NC(c1ccccc1)c1nc2ccccc2[nH]c1=O)OCC (stereo unspecified)
  -0.2	-13%	-9	6	-2%	-1%	15	13%	1.3
Cc1cccc(CNC(=O)C2CCC(=O)N(Cc3ccccc3F)C2)n1 (stereo unspecified)
  -0.1	3%	3	-1	6%	1%	3	-5%	0.8
COc1cc(-c2noc(CSc3nc(-c4ccc(F)cc4)cc(=O)[nH]3)n2)cc(OC)c1OC
  0.3	-13%	-4	4	-25%	17%[57.1 µM]	/	2%[57.1 µM]	0.7
COc1ccccc1NC(=O)NCCC1=CCCCC1
  -0.7	-18%	1	1	7%	19%	8	3%	1.0
Cc1oc(-c2ccc(Cl)cc2)nc1CS(=O)CC(=O)NC1CCCCCC1 (stereo unspecified)
  -1.2	-7%	-6	3	-9%	?	/	-3%	/
O=C(c1ccccc1F)N1CCN(c2ccc([N+](=O)[O-])c3ncccc23)CC1
  -0.1	-4%	2	-5	5%	35%[activator]	-4	11%	0.0
O=C(/C=C/c1ccccc1)Nc1cc(S(=O)(=O)N2CCOCC2)ccc1N1CCOCC1
  -0.9	-17%	3	-2	7%	2%	3	-7%	0.2
O=C(Nc1ccccc1)c1ccc(-c2ccccc2Cl)o1
  -0.3	-17%	22	-6	13%	-13%	4	2%	-1.5
Cc1nc(CNS(=O)(=O)c2ccc3c(c2)CCCC3)cs1
  -0.9	0%	9	1	6%	9%[57.1 µM]	1	3%[57.1 µM]	-1.0
COc1ccc(/C=C/C(=O)NC(=S)Nc2ccc(S(=O)(=O)Nc3cc(C)on3)cc2)cc1
  -0.1	-12%	-1	-5	-5%	?	22	-7%	-0.8
CSc1nnc(Cn2c(=O)sc3ccccc32)n1-c1ccccc1
  0.3	10%	-3	5	0%	10%[57.1 µM]	-4	6%[57.1 µM]	0.1
COc1ccc(CNC(=O)c2ccccc2SCC(=O)NCc2ccco2)cc1
  -0.6	-15%	-4	-4	5%	-15%	-2	1%	0.1
Cc1cc(C)c(NC(=O)CSc2nc3ccc(NC(=O)CSc4nnnn4Cc4ccccc4)cc3s2)c(C)c1
  /	-5%	/	-3	6%	15%	/	4%	/
C#CNC(=O)C1(CC=C)CCNCC1
  -0.2	-9%	1	-5	0%	8%	-6	8%[57.1 µM]	0.7
